Compound activity: PubChem, several laboratories
OXTR agonist = human OXTR agonism; activation, % at 3 µM; 320,000 tested, 0.32% active; P30559; CHO-OTR cells, Fluo-8 calcium fluorescence; normalized: DMSO 0%, oxytocin 100%;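 active = activation above the mean of all tested compounds plus 3 SD, cutoff set per screening run, cut at about 20% in these data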;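 note: peak over basal fluorescence ratio from a 100 s FLIPR kinetic read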
Target sequence (P30559 whole entry, looked up): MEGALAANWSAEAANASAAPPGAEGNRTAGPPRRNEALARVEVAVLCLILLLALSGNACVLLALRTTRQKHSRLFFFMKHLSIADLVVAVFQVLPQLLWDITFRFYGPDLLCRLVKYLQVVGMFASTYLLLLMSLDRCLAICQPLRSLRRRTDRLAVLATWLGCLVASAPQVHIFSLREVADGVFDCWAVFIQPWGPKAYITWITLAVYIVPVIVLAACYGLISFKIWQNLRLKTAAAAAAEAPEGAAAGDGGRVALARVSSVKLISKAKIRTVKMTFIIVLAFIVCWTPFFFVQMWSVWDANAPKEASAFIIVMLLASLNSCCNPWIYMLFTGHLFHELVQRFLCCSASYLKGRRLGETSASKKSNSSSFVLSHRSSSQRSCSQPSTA
V1aR counter = V1a receptor agonism, counter-screen for OXTR agonists | 320,000 tested, 0.25% active | CHO-V1R cells, Fluo-8 calcium fluorescence, agonist mode; 0% DMSO, 100% 3 nM vasopressin | AID 2797 | P37288 | activation, % at 3 µM;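 active = activation above the mean activation of all tested compounds plus 3 SD, per screening run, cut at about 20% in these data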;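 note: signal is peak over basal fluorescence ratio across a 100 second FLIPR read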
GalR3 antagonist = antagonists of human GalR3. 360,000 tested, 0.44% active. inhibition, % at 3 µM. AID 651719. HEK293 GalR3-CNG cAMP membrane potential fluorescence; galR3 body fused to GalR1 C-terminus. O60755;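 active = inhibition above the screen-wide average plus 3 SD, cut at about 13% in these data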;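 note: forskolin and galanin both at EC90 stimulate the cells; cAMP rise reported by CNG channel membrane potential dye signal; 0% = forskolin plus galanin with DMSO and 100% = forskolin alone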
Target sequence (O60755 1-299 limits assumed): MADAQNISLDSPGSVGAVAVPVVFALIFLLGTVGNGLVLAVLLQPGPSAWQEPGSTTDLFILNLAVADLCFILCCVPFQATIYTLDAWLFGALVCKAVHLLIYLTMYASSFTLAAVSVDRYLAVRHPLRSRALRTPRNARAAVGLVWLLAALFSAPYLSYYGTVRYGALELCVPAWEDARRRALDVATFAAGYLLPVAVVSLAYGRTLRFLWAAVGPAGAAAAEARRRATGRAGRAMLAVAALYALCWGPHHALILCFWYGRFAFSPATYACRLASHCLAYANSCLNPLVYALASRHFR
IMP-1 inhibitor = inhibitors of Pseudomonas aeruginosa IMP-1 metallo-beta-lactamase. inhibition, % at 5.6 µM. 290,000 tested, 0.45% active. purified IMP-1, nitrocefin hydrolysis, epi-absorbance fluorescence;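 active = inhibition above the mean plus 3 SD of all compounds in the same screening run, cut at about 4.5% in these data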;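 note: 0% = IMP-1 with DMSO and 100% = DMSO wells lacking enzyme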
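System: purified IMP-1; amount: IMP-1 0.2 nM before substrate addition; compound: single dose, 5.6 µM; times: 25 °C, 15 min preincubation, 25 min reaction; signal: Epi-absorbance via hydrolysed-nitrocefin quenching of white-plate fluorescence, 480/530 nm, EDTA stop; benchmarks: DMSO with and without IMP-1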
HCV NS3 hel inh = inhibitors of Hepatitis C virus NS3 helicase. NS3 helicase DNA unwinding, Cy5 molecular beacon fluorescence. inhibition, % at 10.9 µM. 290,000 tested, 0.56% active;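 active = inhibition above the mean of all tested compounds plus 3 SD, set per campaign, cut at about 35% in these data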;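 note: 0% = DMSO wells and 100% = thioflavine S control wells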
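Measured by: Cy5 fluorescence, 0 and 60 min reads / Assay system: NS3 helicase fragment of HCV / Control set: low DMSO, high thioflavine S at 110 µM / Times: 1 h reaction at 25 °C, ATP-initiated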
GPR7 antagonist = human neuropeptides B/W receptor 1 antagonism. P48145. GPR7-expressing cells, fluorescence antagonist assay. inhibition, % at 4.4 µM. 290,000 tested, 1.1% active. AID 1861; in the data active = inhibition above about 16%, passing the limit was not always enough;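 note: cells stimulated with the agonist NPW; 0% = agonist with vehicle and 100% = vehicle without agonist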
PHOSPHO1 inh = inhibitors of human PHOSPHO1 phosphatase; recombinant PHOSPHO1, absorbance phosphatase assay; inhibition, % at 13.3 µM; 290,000 tested, 1.1% active; AID 1565; in the data active = inhibition above about 60%
Target sequence (Q8TCT1 whole entry, looked up): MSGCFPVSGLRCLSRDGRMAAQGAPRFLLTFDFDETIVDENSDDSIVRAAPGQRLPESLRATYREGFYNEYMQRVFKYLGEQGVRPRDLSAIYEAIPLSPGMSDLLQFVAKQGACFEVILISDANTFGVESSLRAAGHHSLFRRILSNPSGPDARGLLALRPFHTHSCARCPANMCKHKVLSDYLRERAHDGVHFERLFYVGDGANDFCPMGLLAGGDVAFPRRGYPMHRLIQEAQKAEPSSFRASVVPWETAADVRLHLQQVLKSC
FID counter = displaces DNA intercalator in HCV helicase counter-screen | 290,000 tested, 0.17% active | inhibition, % at 7.9 µM | DNA fluorescent intercalator displacement, fluorescence | AID 1845; in the data active = inhibition above about 37%;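 note: 0% = vehicle and 100% = reference compound; higher means more ethidium bromide displaced from hairpin DNA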
VIM-2 inh = blocks Pseudomonas aeruginosa VIM-2 metallo-beta-lactamase. purified VIM-2, nitrocefin hydrolysis, epi-absorbance fluorescence. inhibition, % at 5.6 µM. 290,000 tested, 0.89% active;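 active = inhibition above the mean of all tested compounds plus 3 SD, cutoff set per screening run, cut at about 7.5% in these data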;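 note: red hydrolysis product quenches plate fluorescence so inhibitors raise well fluorescence; 0% = enzyme with DMSO and 100% = DMSO without enzyme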
Active calls of the source: *; x = no result given. Outcome played no part in choosing rows, and some 4.3% of all compounds hit somewhere here.

The opening three compounds (preview)
SMILES	OXTR agonist	V1aR counter	GalR3 antagonist	IMP-1 inhibitor	HCV NS3 hel inh	GPR7 antagonist	PHOSPHO1 inh	FID counter	VIM-2 inh
COc1ccccc1CNS(=O)(=O)c1c(C(=O)N2CCCC2)c(C)n(C)c1C	-0.1	-0.5	0	-1.2	0	-2	7	-20	0.4
N/C(=N\S(=O)(=O)c1cc(C(F)(F)F)cc(C(F)(F)F)c1)c1ccc(Cl)cc1	-2.2	-0.8	0	-1.8	1	-6	33	-14	-1.9
O=C(CSc1nc(-c2ccco2)cc(C(F)(F)F)n1)Nc1ccc2c(c1)CCC2	-1.4	-0.3	-5	1.4	0	2	5	-8	1.7

This part in full, from the start:
SMILES	OXTR agonist	V1aR counter	GalR3 antagonist	IMP-1 inhibitor	HCV NS3 hel inh	GPR7 antagonist	PHOSPHO1 inh	FID counter	VIM-2 inh
COc1ccccc1CNS(=O)(=O)c1c(C(=O)N2CCCC2)c(C)n(C)c1C	-0.1	-0.5	0	-1.2	0	-2	7	-20	0.4
N/C(=N\S(=O)(=O)c1cc(C(F)(F)F)cc(C(F)(F)F)c1)c1ccc(Cl)cc1	-2.2	-0.8	0	-1.8	1	-6	33	-14	-1.9
O=C(CSc1nc(-c2ccco2)cc(C(F)(F)F)n1)Nc1ccc2c(c1)CCC2	-1.4	-0.3	-5	1.4	0	2	5	-8	1.7
O=C(Nc1cccnc1)c1cc(F)cc(F)c1	1.6	4.8	-5	-2.6	-2	1	-1	2	-1.6
O=C(NC(CSSCC(NC(=O)c1ccccc1)C(=O)O)C(=O)O)c1ccccc1 (stereo unspecified)	1.0	1.4	1	-2.7	-19	-17	24	-4	-2.5
O=C(COC(=O)c1ccc(Cl)c(S(=O)(=O)N2CCCCC2)c1)NCC1CCCO1 (stereo unspecified)	-0.2	0.4	1	-2.6	18	-1	-16	-25	-3.0
COc1ccccc1OCC(=O)NNC(=O)Nc1ccc(Cl)cc1	1.8	0.4	-4	-2.7	-1	11	4	-6	-3.1
N=C(N)SCC1=CCS(=O)(=O)C1	0.5	0.6	-7	-3.0	-4	-11	22	-4	-1.8
COc1cccc2c1Oc1ncccc1N(C(=O)CCC(=O)NCc1ccc(F)cc1)C2	-0.7	-0.3	-3	-3.6	3	-11	49	-39	-1.6
Cc1c(Cc2ccccc2)c(=O)oc2cc(OCC(=O)c3ccccc3)ccc12	1.7	0.5	6	-0.8	2	-4	-3	-1	1.8
C/C(=N\NC(=O)c1ccc(Cn2cc([N+](=O)[O-])cn2)o1)c1cccc(NC(=O)C(C)C)c1	1.1	2.2	-2	-2.9	-9	-7	-11	-10	-4.8
CCn1cc(C(=O)N2CCOCC2)c(=O)c2cc(S(=O)(=O)N(C)C)ccc21	1.4	1.3	2	-1.4	-3	-4	-9	2	-1.4
COc1cc2c(cc1NC(=O)/C=C/c1cc(OC)c(OC)c(OC)c1)oc1ccccc12	-0.3	0.7	-2	-0.7	-12	-10	-9	-3	1.2
Cc1cccnc1NC(=O)CCCN1C(=O)c2ccccc2C1=O	-1.4	-0.7	-7	-0.6	4	-10	38	-4	-1.4
CN1CCN(C(=O)c2ccccc2NC(=O)c2ccccc2)CC1	x	x	-4	-2.6	4	-14	56	-2	-3.5
CCc1nnc2c(N(C)S(=O)(=O)c3ccc(C)cc3)nc3ccccc3n12	-0.5	-0.1	-7	-3.0	-9	-8	40	-19	0.2
CCn1ccnc1CN(C)C(=O)c1cc(COc2ccccc2SC)on1	1.5	1.4	-3	-0.7	-10	-15	46	-16	-0.3
COc1ccc(C2/C=C\CN(C(=O)C3CC3)CC(=O)N2Cc2ccc(F)cc2)cc1 (stereo unspecified)	-0.8	-0.2	-1	x	x	x	26	x	x
CC(=O)Nc1ccc(S(=O)(=O)Oc2ccc3c(c2)C(C)=CC(C)(C)N3)cc1	11	10	x	-1.7	-16	-9	2	2	0.1
CC(=O)Nc1ccc(NC(=O)C2CCCN2S(=O)(=O)c2cccc3nsnc23)cc1 (stereo unspecified)	0.6	-0.7	-1	-0.7	7	-12	-31	-10	-1.0
N/C(=N\O)c1ccc(NC(=O)c2ccc(Br)o2)cc1	2.6	1.6	-3	-4.3	2	-13	-27	2	-5.7
O=c1[nH]c(/C=C/c2ccc(Cl)cc2Cl)c([N+](=O)[O-])c(=O)[nH]1	-1.2	-0.5	-4	-2.3	33	-15	35	-14	0.5
O=C1CCNc2c(Cl)cccc21	-0.8	1.8	-1	-3.8	0	-9	15	-1	-1.1
O=C(Nc1ccccn1)C12CC3CC(C1)CC(C(=O)Nc1ccccn1)(C3)C2	0.5	0.7	1	-3.9	2	-5	10	-21	-1.7
COc1ccc(/C=C/C(=O)OCC(=O)NCCC2=CCCCC2)cc1	-1.1	1.2	-7	0.2	7	2	24	-22	0.9
O=C1NC[C@@H](Cc2ccc(O)cc2)N(CCc2cccc3ccccc23)C1=O	-0.1	-0.1	5	x	x	x	44	x	x
O=C(O)CCCn1cc(NC(=O)COc2ccc([N+](=O)[O-])cc2)cn1	0.6	-0.4	-4	-1.6	6	-17	-31	-2	-0.3
CCOC(=O)c1cc2c(=O)[nH]ccc2nc1C(F)(F)F	-0.1	1.3	-4	-3.2	-1	-11	6	-2	-0.4
CCC(C)NC(=S)Nc1ccc2nc(N3CCN(CC)CC3)cc(C)c2c1 (stereo unspecified)	0.3	0.5	-6	-0.4	-14	-1	49	30	-1.2
COc1cccc(NC(=O)CSc2nncn2-c2ccccn2)c1	-0.6	-0.4	-6	-1.6	-6	0	27	6	-1.9
O=C(O)c1ccc2c(c1)-c1nc3ccccc3n1C2=O	-0.3	0.8	-3	-3.2	-4	-5	16	2	-1.2
CCOC(=O)c1c(NC(=O)CCC(=O)O)sc2c1CC(C)(C)OC2	0.1	-0.6	1	-2.0	5	-9	-25	-23	-2.1
CCn1c(=O)c2c(nc3n2CC(C)CN3CCc2ccccc2)n(C)c1=O (stereo unspecified)	-2.1	-0.3	-5	-3.0	-4	-10	14	-20	-1.3
CCC1=Nc2cc(C(=O)NCCN3CCCC3)ccc2Sc2ccc(C)cc21	2.6	2.0	-2	0.4	-25	-5	18	20	-1.2
O=C(N/N=C/c1ccc([N+](=O)[O-])o1)c1cc(-c2cccc(Br)c2)nc2ccccc12	-1.1	-1.4	-5	-3.4	41*	-11	-11	-18	-3.6
O=C(CN1CCC(C(=O)c2cccc(F)c2)CC1)NCc1cccs1	0.2	2.2	-5	-2.5	1	-2	-13	2	-4.0
O=C(/C=C/c1cccs1)c1ccc(N2CCOCC2)cc1	1.6	1.9	-8	1.3	0	1	12	-11	1.1
Cc1ccc(C)c(-n2c(CNC(=O)c3ccco3)nnc2SCC(=O)N2CCc3ccccc32)c1	-2.6	-0.1	-1	-3.7	2	-4	42	-7	-0.9
Cn1cc(CN2CCC(Oc3ccc(C(=O)N4CCCCC4)cc3)CC2)cn1	0.3	0.2	-3	-1.2	2	2	-19	1	-0.4
CCOc1ccc(NC(=O)Cn2nnc(C(=O)NCc3ccccc3OC)c2N)cc1	-0.6	0.1	-1	-0.8	-8	-6	-14	-16	-0.2
Cc1cc(C)c2c(N)c(C(=O)c3ccccc3Cl)sc2n1	-2.0	-0.3	6	-0.5	-9	-2	52	-3	-1.8
CN1CCN(C(=S)C(=O)Nc2ccccc2)CC1	0.9	0.2	3	-0.8	8	1	55	2	0.1
CCOC(=O)c1nnc(-c2ccc(C)cc2)nc1Oc1ccccc1Cl	-0.2	1.4	-5	-1.7	8	-3	-22	6	-0.5
O=C(c1ccc(COCC(F)(F)F)o1)N1CCCCCC1	-0.6	-0.9	3	-2.3	-24	-8	50	-3	0.3
COC(=O)[C@@H]1C[C@H]2CC[C@H](O)C[C@H]2N1Cc1ccc(-c2ccccc2)cc1	0.4	0.2	-5	x	x	x	35	x	x
O=C(CSc1nc2ccccc2c(=O)n1-c1ccc(Cl)cc1)c1ccco1	-1.1	-1.1	-5	-3.9	5	1	-3	-3	-3.5
CCC(C)NC(=O)c1cc(OC)c(OC)c(OC)c1 (stereo unspecified)	0.4	0.6	x	-3.6	-4	1	7	0	-4.7
CC(C)CC(=O)Nc1c2c(nn1-c1ccc(F)cc1)CS(=O)C2 (stereo unspecified)	0.1	0.1	-9	0.3	9	-9	12	-2	1.0
O=C(CCCN1CCC(c2ccccc2)C1)c1ccc2c(c1)OCCO2 (stereo unspecified)	2.1	1.1	-6	-2.1	-10	-3	-3	14	-0.6
Cc1ccc(-c2noc(CCC(=O)NCCN3CCN(Cc4ccccc4)CC3)n2)cc1	14	8.8	0	-4.2	-10	-3	13	9	-5.2
Cc1ccc(C(C(=O)NC2CCCC2)N(Cc2ccc3c(c2)OCO3)C(=O)Cc2cccs2)cc1 (stereo unspecified)	-1.6	0.6	-6	-5.1	-3	-11	-29	-8	-2.1
CCc1ccccc1NC(=O)c1cnc2scc(C)n2c1=O	-0.7	-0.5	2	-3.5	1	-12	-15	-3	-1.4
COc1ccc(CCC(C)N2CCC(Oc3ccc(C(=O)N4CCCC4)cc3)CC2)cc1 (stereo unspecified)	1.3	0.2	-3	-2.7	-58	-11	4	18	-2.1
O=C(O)Cn1c(=O)c2c(c3ccccc31)CCC2	1.2	0.6	-8	-3.7	-1	-8	37	-2	-1.5
Cc1cc(N2CCN(C(=O)c3ccco3)CC2)n2nc(-c3cccc(F)c3)cc2n1	0.4	1.6	-7	-1.6	-12	13	-21	-6	-0.5
CCCNC(=O)N1CCC(Cc2ccccc2)CC1	-1.5	-0.8	4	-2.2	5	2	29	-13	-1.6
Cc1nn(C)c(C)c1Nc1ccc(N2C(=O)C3CC=CCC3C2=O)cc1[N+](=O)[O-] (stereo unspecified)	11	7.4	5	-0.1	2	-12	-29	-12	-0.3
O=C(/C=C/c1ccccc1F)c1cccc([N+](=O)[O-])c1	-2.0	-1.8	-7	-1.9	-15	1	1	11	-4.7
Cc1ccc2cc(CN(CC3CCCO3)S(=O)(=O)c3ccccc3)c3nnnn3c2c1 (stereo unspecified)	-1.4	-0.4	-2	-2.4	8	-10	18	-18	-3.8
Cc1cc(C)nc(NS(=O)(=O)c2ccc(N3Cc4ccccc4C3=O)cc2)n1	-0.9	-0.5	-2	-2.4	-2	-14	0	-14	-2.1

More results follow:
SMILES	OXTR agonist	V1aR counter	GalR3 antagonist	IMP-1 inhibitor	HCV NS3 hel inh	GPR7 antagonist	PHOSPHO1 inh	FID counter	VIM-2 inh
CC1CCN(CC(O)COc2ccc(F)cc2)CC1 (stereo unspecified)	0.9	1.1	1	-3.8	5	0	1	-1	-4.0
Cc1cc(C)nc(N2CCC(C(=O)NCCc3ccc(F)cc3)CC2)n1	-0.4	0.6	-5	-1.2	0	1	26	-3	-0.8
CCC1CCCCN1C(=O)CSc1nnc(-c2ccc(Cl)s2)o1 (stereo unspecified)	-0.3	1.9	-4	-4.5	-11	-14	41	-14	-0.6
CS(=O)(=O)N1CCC(C(=O)N2CCN(c3ccccc3)CC2)CC1	0.1	0.7	-6	-2.7	1	-16	11	-3	-0.8
